High-throughput results (PubChem)
Eya2 inh: qHTS Assay for Inhibitors of the Phosphatase Activity of Eya2 | Protein phosphatase EYA2 (Homo sapiens), O00167 | recombinant Eya2, OMFP fluorescence dephosphorylation (OMFP is methylfluorescein phosphate) | Potency, µM (series often up to 76.9 µM), inactives show top-dose activity, negative = inhibition, hits mostly inhibitors | hit rate 0.006% among 330,000 | AID 488837, 2010; further: potency means the concentration at half of the fitted maximal effect; on the % scale 0 is the no-effect control and ±100 the full control effect
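Eya2 protein (added as 0.2 uM solution) was preincubated with compound for 10 min at ambient temperature in 50 mM HEPES pH 7.5, 50 mM NaCl, 5 uM MgCl2, 0.05% BSA, 1 mM DTT. OMFP (added at 50 uM) then reacted 10 min; fluorescence read at 485/525 nm.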
ELG1 DNA repair: qHTS screen for small molecules that inhibit ELG1-dependent DNA repair in human embryonic kidney (HEK293T) cells expressing luciferase-tagged ELG1. HEK293T ELG1-luciferase reporter, luminescence, 16 h; DNA damage induced by 5-fluorouridine. Potency, µM (highest dose often 46.1 µM), for inactives: at the highest dose activity change, negative = inhibition, usual class: inhibitors. hit rate 2.3% among 330,000. AID 504467, 2011; further: potency means the concentration at half of the fitted maximal effect; on the % scale 0 is the no-effect control and ±100 the full control effect; nearly all actives have a fitted effect of over 55% in size
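Cells (2,000 per well) received 5-fluorouridine plus test compound or DMSO and were incubated 16 hr at 37 °C, 5% CO2. Luciferase activity was read by luminescence 30 min after ONE-Glo addition; signal suppression marked inhibition of damage-induced ELG1 function.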
TRPV1 agonist: HTS Assay for Compounds that Act as Agonists of the Vanilloid Receptor 1. Transient receptor potential cation channel subfamily V member 1 (Homo sapiens), Q8NER1. TRPV1-expressing cells, Fluo-8 calcium influx, agonist mode. activation, % at 8.33 µM. hit rate 0.19% among 320,000; in the data active means activation above about 80%; inconclusive means between about 30% and that limit; further: 0% is about no effect
Target sequence (Q8NER1 whole entry, looked up): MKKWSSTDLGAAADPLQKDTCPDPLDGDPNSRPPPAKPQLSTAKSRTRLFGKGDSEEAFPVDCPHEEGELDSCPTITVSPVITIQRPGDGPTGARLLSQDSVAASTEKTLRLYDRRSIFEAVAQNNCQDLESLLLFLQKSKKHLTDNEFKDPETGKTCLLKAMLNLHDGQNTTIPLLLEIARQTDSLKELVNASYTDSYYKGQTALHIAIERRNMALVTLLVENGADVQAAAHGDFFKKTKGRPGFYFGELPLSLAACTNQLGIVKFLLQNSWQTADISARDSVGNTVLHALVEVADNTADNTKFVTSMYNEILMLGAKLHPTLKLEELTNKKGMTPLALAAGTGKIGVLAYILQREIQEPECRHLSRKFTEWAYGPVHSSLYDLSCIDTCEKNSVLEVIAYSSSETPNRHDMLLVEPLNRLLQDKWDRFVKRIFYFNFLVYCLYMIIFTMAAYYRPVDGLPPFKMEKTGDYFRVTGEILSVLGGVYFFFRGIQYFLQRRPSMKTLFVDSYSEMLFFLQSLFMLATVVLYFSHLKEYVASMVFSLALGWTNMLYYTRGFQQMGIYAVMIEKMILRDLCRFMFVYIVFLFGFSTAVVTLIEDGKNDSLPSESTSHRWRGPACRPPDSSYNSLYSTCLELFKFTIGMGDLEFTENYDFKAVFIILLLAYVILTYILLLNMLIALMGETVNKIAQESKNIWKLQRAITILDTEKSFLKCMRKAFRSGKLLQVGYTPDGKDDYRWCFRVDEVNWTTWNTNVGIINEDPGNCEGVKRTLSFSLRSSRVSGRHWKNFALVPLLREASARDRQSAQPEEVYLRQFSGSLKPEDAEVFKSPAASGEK
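TRPV1-expressing cells were cultured overnight at 35.5C and loaded with Fluo-8 calcium dye for 40 to 90 min at room temperature. After a 10 s baseline, compound was added and calcium influx was read kinetically for 3 min (ex 480/em 520 nm).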
hERG WT inh: qHTS for Inhibitors of KCHN2 3.1: Wildtype qHTS; hit rate 0.37% among 340,000; activity change, % at 1.84 µM; U2OS, BacMam KCNH2, thallium flux FluxOr; active compounds read low;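 active means maximum activity change below -70%; inconclusive means maximum activity change between -70% and -50%; inactive means maximum activity change above -50%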; further: on the % scale 0 is the no-effect control and ±100 the full control effect
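U2OS cells transduced with wild-type KCNH2 virus are loaded with FluxOr dye for 45 min, and thallium flux is measured in kinetic reads before and after stimulation buffer. Rate constants are normalized to DMSO controls.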
KCNH2 3.1 block: qHTS for Inhibitors of KCHN2 3.1: Mutant qHTS; AID 720553, 2013; Potassium voltage-gated channel subfamily H member 2, brain isoform KCNH2 3.1 (human); activity change, % (tested at about 1.8 µM); hit rate 0.95% among 340,000; U2OS KCNH2 3.1, thallium flux FluxOr; active compounds read low;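 active means maximum activity change below -70%; inconclusive means maximum activity change from -70% to -50%; inactive means maximum activity change above -50%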;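 further: thallium influx rate constant from kinetic fluorescence after stimulation buffer; on the % scale 0 is the no-effect control and ±100 the full control effect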
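Thallium flux read-out: FluxOr dye with Red40 quencher in HBSS/HEPES, 45 min at RT. Rate constants from kinetic reads were normalized to positive and negative DMSO controls. Cells: U2OS virally expressing the 3.1 isoform.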
AT treatment: qHTS Assay for Identifying a Potential Treatment of Ataxia-Telangiectasia. AID 485349, 2010. […] A-T fibroblasts, KAP-1 phosphorylation AlphaLISA; neocarzinostatin DNA damage 30 min before lysis. Potency, µM (series often up to 57.5 µM), without a hit: top-dose activation, actives largely listed as activators. hit rate 0.19% among 320,000; further: potency means the concentration at half of the fitted maximal effect; % of control where 0% means no effect; nearly all actives have a fitted effect of over 45% in size
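ATM-like activity read as KAP-1 phosphorylation via AlphaLISA donor/acceptor antibody pairs after lysis and 6 hr at 25C. Cells were ATM-null patient fibroblasts ([…], hTERT), dosed 60 min, then exposed to the DSB inducer NCS for 30 min.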
TSHR antagonist: Antagonists of the Thyroid Stimulating Hormone Receptor: HTS campaign; AID 504810, 2011; hit rate 0.2% among 330,000; TSHR-expressing cells, TSH-stimulated cAMP HTRF, 2 h; active compounds read low; activity change, negative = inhibition, % at 11.5 µM; Thyrotropin receptor (Homo sapiens), P16473;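 active means activity change below a set negative limit, meaning inhibition stronger than a set level, cut at about -70% in these data; inconclusive means activity change between two set negative limits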; further: on the % scale 0 is the no-effect control and ±100 the full control effect
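Freshly harvested TSHR cells receive pin-tooled compound, then EC80 TSH at 4nM final. After 2 hours at 37 deg C, antibody in lysis buffer and cAMP-d2 are added; 30 minutes at ambient temperature precede the HTRF read.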
TCR act: Activators of T cell receptors: qHTS campaign; primary human leukocytes, anti-CD3, IL-2 HTRF, 48 h; Potency, µM (series often up to 9.22 µM), for inactives: top-dose activation of IL-2 secretion, hits mostly activators; 330,000 tested, under 10 active; AID 504894, 2011; further: % of control where 0% means no effect
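Readout: HTRF IL-2, Eu-cryptate/d2 antibody pair, 320nm excitation, 665nm emission. Stimulus: a-CD3 beads, no co-stimulation. Cells: primary human leukocytes. Exposure: 48 hr with compound.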
USP2a inh: qHTS Assay for Inhibitors of Ubiquitin-specific Protease USP2a Using CHOP2 as the Reporter | USP2 core, Ub-CHOP2 coupled fluorogenic reporter, 485/531 | Potency, µM (doses to about 38.3 µM), without a hit: at the highest dose activity change, negative = inhibition, actives largely listed as inhibitors | hit rate 0.01% among 330,000 | AID 463254, 2010;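 further: potency means the concentration at half of the fitted maximal effect; plate controls were DMSO wells for no effect and full inhibition by NEM control for full effect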
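Deubiquitinase activity read as fluorescence (485/531 nm) after Ub-CHOP2 cleavage activates the enterokinase reporter on its substrate; USP2 core 10nM, Ub-CHOP2 and substrate 25nM each, 30min compound preincubation then 60min RT; data normalized to NEM, curves fitted.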
Mito fusion yeast: qHTS Assay for Small Molecule Inhibitors of Mitochondrial Division or Activators of Mitochondrial Fusion; S. cerevisiae fusion-defective mutant growth rescue, CellTiterGlo 48 h; Potency, µM (doses to about 46.1 µM), without a hit: at the highest dose growth rescue (activation), most hits filed as activators; hit rate 0.23% among 320,000; AID 485298, 2010;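 further: potency means the concentration at half of the fitted maximal effect; % of control where 0% means no effect; nearly all actives have a fitted effect of over 45% in size; temperature-sensitive fusion mutants such as fzo1-1 at 37 °C on non-fermentable ethanol glycerol medium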
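S. cerevisiae fusion-defective temperature-sensitive mutants (e.g. fzo1-1, mgm1-5) grown 48 h at 37C in YPEG (ethanol/glycerol non-fermentable) medium with 23 nl compound per well; growth rescue read as CellTiterGlo luminescence.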
Active calls of the source: *; ? = inconclusive; . = not tested or not shown; [ ] = remark or other dose. Unless noted, the call rests on the fitted dose curve; in most records, active means well fitted curve in the direction sought with a large enough effect; inconclusive means small, poorly fitted or top-dose-only effect, or another doubt; inactive means no such curve, though single readings can be large; an effect the other way counts as inactive or inconclusive. Not all compounds are listed; count on the stated rates, not on these rows.

Results follow in this order: Eya2 inh	ELG1 DNA repair	TRPV1 agonist	hERG WT inh	KCNH2 3.1 block	AT treatment	TSHR antagonist	TCR act	USP2a inh	Mito fusion yeast
- CCOC(=O)COc1ccc(C(=O)CC)cc1OC
  -16%	11%	3	-5	-5	-5%	-2	-8%	-2%	-2%
- O=C(c1ccccc1-c1ncc[nH]1)N1CCCC(Nc2ccc(F)cc2)C1 (centres undefined)
  7%	6%	9	3	-6	-2%	-5	-7%	0%	0%
- CCC(C)NC(=O)C1CC(c2ccc(OC)cc2)=NO1 (centres undefined)
  -2%	?	4	-20	4	1%	-2	-5%	1%	1%
- CC(Sc1nc(-c2ccccc2)cc(C(F)(F)F)n1)C(=O)Nc1ccc2c(c1)OCO2 (centres undefined)
  2%	-12%	25	-9	-23	1%	-16	7%[46.1 µM]	0%	-14%
- Cc1ccc(CNC(=O)C(OC(=O)c2cccs2)C(C)C)cc1 (centres undefined)
  -29%	-6%	20	-5	-5	4%	-5	-4%	0%	-11%
- CC(C)(c1cc(Br)c(O)c(Br)c1)c1cc(Br)c(O)c(Br)c1
  5%	4%	0	2	7	-4%	?	-8%	-2%	-28%
- CN(Cc1ccccc1)S(=O)(=O)c1csc(C(N)=O)c1
  -8%	-12%	2	8	-7	1%	4	0%	0%	17%
- NC(=O)c1ccccc1N/C=C1\CCCCC1=O
  14%	25%	-1	.	11	1%	-7	8%	1%	-1%
- O=C1C=CC(=O)N1Nc1ccc(Br)cc1
  -13%	-1%	-3	-4	1	4%	1	2%[46.1 µM]	1%	2%
- CCn1cc(C2=NOC(C(=O)Nc3c(C)nn(Cc4ccc(F)cc4)c3C)C2)c(C)n1 (centres undefined)
  -10%	-17%	-2	10	-4	2%	14	2%	1%	2%
- C[C@H](CO)N1C[C@H](C)[C@@H](CN(C)C(=O)Nc2ccc3c(c2)OCO3)Oc2ccc(NC(=O)Nc3ccc(C(F)(F)F)cc3)cc2C1=O
  -9%	-1%	.	-2	5	1%	-5	4%	-9%	.
- CCc1ccc(N2CN(CCc3ccccc3)CNC2=S)cc1
  -2%	0%	2	-2	5	-8%	-4	-3%	1%	3%
- Cc1ccc(CN2CCN(c3ncccn3)CC2)c(C)c1
  -2%	-7%	13	5	22	0%	-11	-2%	-1%	2%
- COC(=O)/C=C/c1c(C)[nH]c(=O)[nH]c1=O
  -5%	11%	-1	-1	-2	2%	-1	14%	1%	0%
- C=CC[C@@H](CC(=O)N[C@H](CO)Cc1ccccc1)C(=O)N[C@H](COC(=O)[C@@H](CC=C)Cc1ccc(F)cc1)C(C)(C)C
  -5%	?	.	-11	14	-8%	-29	-9%	-2%	.
- CN(Cc1nccn1C)C(=O)CC1C(=O)NCCN1CC(c1ccccc1)c1ccccc1 (centres undefined)
  1%	0%	-1	2	-7	3%	2	-13%	1%	-7%
- Cc1ccc(NC(=O)CSc2nnc(NC(=O)C3CC3)s2)cc1
  16%	16%	10	0	10	-3%	-5	-5%	0%	0%
- O=C(NCCCn1ccnc1)c1ccc(Cl)cc1
  -6%	?	0	6	-3	4%	3	2%	0%	-2%
- O=C(CC(=O)Nc1cccc(F)c1)Nc1cccc(F)c1
  -16%	14%	10	3	-10	4%	-6	-3%	1%	7%
- O=C(NNc1nc2c(F)cccc2s1)C1=COCCO1
  -1%	14%	2	-48	-12	1%	-4	1%	-2%	-2%
- O=C(Nc1cccnc1N1CCOCC1)c1ccco1
  3%	1%	-7	8	-7	-6%	4	0%	2%	0%
- CCOC(=O)C1=C(COC(=O)c2ncc(Cl)c(Cl)c2Cl)NC(=O)NC1C (centres undefined)
  -13%	14%	?	6	-1	-14%	-9	5%	0%	-5%
- Cc1cccc(Oc2sc(C(=O)c3ccccc3)c(N)c2C#N)c1
  6%	?	13	8	6	-1%	-12	11%	-4%	3%
- Cc1cc(NC(=O)COc2cccc(Oc3ccccc3)c2)no1
  -3%	2%	11	1	-19	3%	-9	-8%	1%	-4%
- CCN(CC)C(=O)c1nc[nH]c1C(=O)O[C@@H](C)c1ccccc1
  11%	14%	.	1	14	-3%	0	0%	8%	.
- CCCOc1ccc(N2C(=O)CC(NCc3ccc(S(N)(=O)=O)cc3)C2=O)cc1 (centres undefined)
  -1%	0%	0	-3	1	0%	-9	3%	-7%	7%
- CC(C)CNC(=O)c1cc(-c2ccc3c(c2)OCO3)on1
  11%	?	1	0	15	5%	-2	4%	1%	-17%
- CCCNC(=O)N1CCN(C(=O)NCCC)CC1
  2%	15%	0	9	-11	-7%	5	2%	2%	1%
- CCOc1cc(NC(=O)C2CCCCC2)c(OCC)cc1NC(=O)c1ccco1
  -1%	0%	18	-12	6	-2%	43	-3%	0%	-1%
- N#C/C(=C\c1c(F)cccc1Cl)C(=O)NC1CC1
  -11%	-15%	3	-3	-17	-4%	24	-5%	3%	1%
- COC(=O)CC(c1ccc(C(C)C)cc1)n1cccc1 (centres undefined)
  -4%	5%	?	-25	0	3%	1	1%	2%	-5%
- COc1cc2ccccc2cc1C(=O)N(CCN(C)C)c1nc2ccc(C)cc2s1
  -24%	?	0	5	?	-3%	10	-8%	2%	-28%
- CCc1[nH]c(C(=O)O)c(C)c1C(=O)OC
  14%	11%	0	0	15	6%	5	-1%	-1%	1%
- CCCOc1ccc(N2CC(C(=O)Nc3ccccc3OC)CC2=O)cc1 (centres undefined)
  -1%	-1%	?	0	-16	2%	-3	-3%[46.1 µM]	4%	-2%
- COc1ccc2c(c1)c(C(C)=O)c(C)n2-c1ccccc1
  7%	?	9	-7	-11	.	-8	2%	0%	5%
- Cc1ccc(-n2c(SCn3nnc4ccccc4c3=O)nnc2-c2cccnc2)c(C)c1
  -12%	-21%	-3	18	1	-2%	4	-94%	-7%	4%
- CC1CCc2nc(NC(=O)CN3CCN(Cc4ccc5c(c4)OCO5)CC3)sc2C1 (centres undefined)
  -9%	12µM*	10	8	-27	8%	-4	0%	2%	-4%
- CCc1cc(=O)oc2cc(C)cc(OCc3nn[nH]n3)c12
  5%	1%	-2	-9	10	-4%	6	-1%	3%	1%
- COc1ccc(NC(=O)CN2CCC(C)CC2)c([N+](=O)[O-])c1
  -33%	22%	?	-2	-11	2%	6	-3%	-12%	-7%
- c1ccc2c(-c3ccncc3)c[nH]c2c1
  -32%	21µM*	12	-12	-25	6%	1	0%	1%	2%

Sorted by value in TSHR antagonist (largest number first): some entries from above
| mol | TSHR antagonist |
| --- | --- |
| COc1cc2ccccc2cc1C(=O)N(CCN(C)C)c1nc2ccc(C)cc2s1 | 10 |
| COc1ccc(NC(=O)CN2CCC(C)CC2)c([N+](=O)[O-])c1 | 6 |
| O=C(Nc1cccnc1N1CCOCC1)c1ccco1 | 4 |

Going on with the list.
Results follow in this order: Eya2 inh	ELG1 DNA repair	TRPV1 agonist	hERG WT inh	KCNH2 3.1 block	AT treatment	TSHR antagonist	TCR act	USP2a inh	Mito fusion yeast
- Cc1cc(C)n(/C(=C\N(C)C)C(=O)c2cccc([N+](=O)[O-])c2)n1
  -7%	-1%	1	-3	7	-3%	-8	-1%	-2%	-3%
- Cc1ccsc1C(=O)NC(C)c1ccc2c(c1)OCO2 (centres undefined)
  -8%	-11%	0	-2	-11	3%	-5	-2%[46.1 µM]	1%	7%
- CS/C(N)=N/N=C/c1ccc2c(c1)OCO2
  18%	?	1	-6	6	-5%	-3	6%	12%	-3%
- O=C(Oc1ccc(=O)n(-c2ccccc2)n1)c1ccc(F)cc1
  13%	14%	5	-22	-5	1%	-5	5%	2%	0%
- Cc1nn(CC(=O)NCc2ccccc2Cl)c(C)c1[N+](=O)[O-]
  -4%	3%	7	-5	1	9%	-2	.	1%	7%
- CC(C)C[C@H](NC(=O)Nc1cccc(Cl)c1)C(=O)O
  9%	1%	0	2	9	4%	-13	3%	-1%	1%
- CS(=O)(=O)NN1C(=O)c2ccccc2NC1c1cc2ccccc2nc1Cl (centres undefined)
  -9%	?	-1	-3	-2	12%	5	0%[46.1 µM]	1%	0%
- Cc1ccc2cc(CN(Cc3cccs3)Cc3nnnn3CC3CCCO3)c(=O)[nH]c2c1C (centres undefined)
  19%	?	1	2	-1	-3%	9	.	-2%	9%
- O=C(CN1C(=O)NC2(CCCCCCC2)C1=O)NCc1cccs1
  8%	12%	-3	-4	.	1%	101	2%[46.1 µM]	6%	-1%
